Source: PubChem
TMEM16A inh = blocks the mouse calcium-activated chloride channel TMEM16A; Q8BHY3; normalized B-score (activity score, 25-100; higher = stronger inhibition) at 10 µM; actives 1.2% (n = 310,000); HEK293 TMEM16A/YFP iodide influx fluorescence, ionomycin; AID 588511;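 active means ratio plate-corrected score three or more library SD toward inhibition, starting fluorescence score within five deviations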;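 further: score derived from kinetic fluorescence span divided by baseline fluorescence per well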
MrgX1 agonist = activates human MrgX1 receptor signaling | Q96LB2 | MrgX1-HEK293 cells, Fluo-4 calcium fluorescence, agonist mode; active compounds read high | B-score at 10 µM | actives 0.44% (n = 310,000);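 active means calcium response B-score plate-corrected fluorescence ratio at least 3 library SD, with starting fluorescence B-score inside 5 SD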
Target sequence (Q96LB2 whole entry, looked up): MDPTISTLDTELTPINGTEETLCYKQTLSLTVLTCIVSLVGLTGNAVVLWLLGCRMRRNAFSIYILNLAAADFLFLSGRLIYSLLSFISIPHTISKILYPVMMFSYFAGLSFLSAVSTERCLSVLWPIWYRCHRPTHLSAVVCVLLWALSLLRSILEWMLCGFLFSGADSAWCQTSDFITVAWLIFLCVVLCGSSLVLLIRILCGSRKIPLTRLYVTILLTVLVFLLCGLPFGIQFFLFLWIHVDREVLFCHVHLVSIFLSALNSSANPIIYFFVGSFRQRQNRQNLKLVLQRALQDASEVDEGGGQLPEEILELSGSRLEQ
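Material – MrgX1-expressing HEK293 cells · Input – 15,000 cells seeded per well · Dosing – compound as first of three additions · Times – overnight seeding, then 1 h dark dye loading · Measured by – kinetic Fluo-4 NW fluorescence of intracellular calcium · Read-out – B-scored fluorescence response ratio · Benchmarks – positive and negative control wells on each plate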
MrgX1 antag = antagonists of human MrgX1 receptor. Q96LB2. B-score at 10 µM. actives 1.3% (n = 310,000). MRGX1-HEK293 calcium flux, Fluo-4, BAM8-22 antagonism; active compounds read low;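 active means calcium-response B-score plate-corrected more than 3 library SD below zero, starting fluorescence within 5 deviations, no agonist response on first addition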;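 further: peak minus trough fluorescence over baseline after final BAM8-22 challenge near maximal dose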
ANO1 activ = activates or potentiates the mouse TMEM16A chloride channel; actives 0.3% (n = 340,000); B-score at 10 µM; HEK293 TMEM16A/YFP-H148Q/I152L, iodide quench fluorescence; active compounds read low; AID 623877;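 active means fluorescence-ratio B-score plate-corrected deviation score at least 3 library SD below zero, with starting fluorescence score within 5 deviations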;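 further: channel opened by trigger with iodide after compound preincubation; score built on the fluorescence ratio of max minus min over baseline; more negative score means more quench and so TMEM16A activation or potentiation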
RGS4 inh = inhibitors of human RGS4 | P49798 | HEK293 M3R/RGS4 inducible, Fluo-4 calcium flux; active compounds read high; triggered by carbachol at its EC20 | B-score at 10 µM | actives 0.45% (n = 310,000);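 active means B-score, a plate-corrected calcium signal, over three deviations above library mean, with baseline fluorescence within five deviations of library mean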;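 further: RGS4 expression induced by doxycycline in cells with stable M3 receptor; B-score is computed from the integrated fluorescence ratio over baseline after carbachol; higher B-score means a larger calcium signal and so more RGS4 inhibition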
Target sequence (P49798 whole entry, looked up): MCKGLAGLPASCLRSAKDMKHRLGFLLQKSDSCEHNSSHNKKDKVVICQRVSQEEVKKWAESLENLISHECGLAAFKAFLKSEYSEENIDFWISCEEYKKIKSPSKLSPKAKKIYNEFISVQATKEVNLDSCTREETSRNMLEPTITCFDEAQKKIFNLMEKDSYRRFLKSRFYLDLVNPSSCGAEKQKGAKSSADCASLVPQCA
TRPC6 act = mouse TRPC6 channel activation | AID 2550 | actives 0.13% (n = 310,000) | Q61143 | B-score at 10 µM | HEK293-TRPC6 membrane potential dye fluorescence; active compounds read high;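 active means B-score of the integrated fluorescence ratio above library mean plus 3 SD, and starting fluorescence ratio within library mean plus 5 SD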;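 further: higher score means more depolarization so channel activation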
TRPC4 agonist = opens the mouse TRPC4 cation channel | Q9QUQ5 | HEK293 TRPC4beta/mu-opioid, Fluo4 calcium fluorescence; active compounds read high | B-score at 10 µM | actives 0.49% (n = 310,000);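 active means B-score above 5 SD of library B-scores, and initial fluorescence ratio not above library mean plus 5 SD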;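 further: positive B-score marks a calcium rise read as TRPC4 activation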
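System – HEK293 cells stably co-expressing mouse TRPC4beta and mu-opioid receptor · Signal – Fluo4 calcium-sensitive dye fluorescence, kinetic, 1 Hz baseline · Benchmarks – buffer (low) and maximal DAMGO (high) · Read-out – B score of integrated fluorescence ratio per well · Incubation – dye loading 45 min room temperature, 110 s kinetic read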
TRPC4 PAM = allosterically enhances the mouse TRPC4 cation channel; Q9QUQ5; HEK293 TRPC4beta/mu-opioid, DAMGO EC20, Fluo-4 Ca2+ flux; active compounds read high; B-score at 10 µM; AID 2227; actives 0.42% (n = 310,000);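 active means B-score of calcium response area above 5 SD of library B-scores, with initial fluorescence ratio within 5 SD of library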;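 further: B-score of integrated fluorescence ratio over time as area under calcium response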
MrgX1 PAM = human MrgX1 positive allosteric modulation, primary screen; Q96LB2; MrgX1-HEK293, Fluo-4 calcium flux, FDSS; active compounds read high; B-score at 10 µM; actives 0.63% (n = 310,000);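 active means plate-corrected calcium response at least 3 library SD above typical, normal starting fluorescence, not activating the receptor alone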;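 further: compound read alongside a low EC10 to EC30 dose of BAM8-22 agonist; peak minus trough fluorescence over baseline measured at the second addition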
TRPC6 inhibitor = blocks the mouse TRPC6 cation channel; HEK293-TRPC6, membrane potential dye, ACh-evoked depolarization; active compounds read low; B-score at 10 µM; actives 1.1% (n = 310,000); AID 2553;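 active means B-score under library mean minus 3 SD, initial fluorescence not abnormally high, positive integrated signal ratio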;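 further: B-score derived from integrated fluorescence ratio over the kinetic read; more negative B-score means stronger inhibition of depolarization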
TRPC4 block = blocks the mouse TRPC4 cation channel. Q9QUQ5. HEK293 TRPC4beta/mu-opioid, DAMGO-evoked Fluo4 calcium flux; active compounds read low. B-score at 10 µM. actives 0.39% (n = 300,000). AID 2247;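 active means B-score over 3 SD under the library average, no early fluorescence shift, positive overall ratio signal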
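material = TRPC4beta/mu-opioid receptor HEK293 cell line | probe or stimulus = sequential submaximal and maximal DAMGO stimulation | compound dosing = one concentration per compound | measured by = Fluo4 Ca2+ flux fluorescence | evaluation = integrated fluorescence ratio relative to baseline, converted to per-well B score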
Active calls of the source: *; i = inactive; x = not tested or not shown. Random draw from the library; any-hit rate near 5.8%.

entry | SMILES | TMEM16A inh | MrgX1 agonist | MrgX1 antag | ANO1 activ | RGS4 inh | TRPC6 act | TRPC4 agonist | TRPC4 PAM | MrgX1 PAM | TRPC6 inhibitor | TRPC4 block
1 | CCCCCCCN1N=C(C)C(C(=O)c2ccccc2)C1=O (stereo not given) | i | i | i | i | i | i | i | i | i | i | i
2 | Cc1[nH]c(=O)c(C#N)cc1-c1ccccc1 | i | i | i | i | i | i | i | i | i | i | i
3 | CCOC(=O)C1CCCN(Cc2nc(CC3CC3)no2)C1 (stereo not given) | i | i | i | i | i | i | i | i | i | i | i
4 | COc1ccccc1N1CCN(/N=C/c2ccc(Cl)c([N+](=O)[O-])c2)CC1 | i | i | i | i | i | i | i | i | i | i | i
5 | COc1ccc(OC)c(/C=N/Nc2nc(C)cc(=O)[nH]2)c1 | i | i | i | i | i | i | i | i | i | i | i
6 | CCc1ccc(NC(=O)CSc2nc3ccccc3c(=O)n2CCCC(=O)NCCCN2CCOCC2)cc1 | i | i | i | i | i | i | i | i | i | i | i
7 | O=C(Nc1nnc(-c2cccs2)o1)c1cccc(C(F)(F)F)c1 | 25* | 75* | i | i | i | i | 127* | i | i | i | i
8 | Cc1ccc(S(=O)(=O)N2CCN(C(C(=O)Nc3ccc(F)cc3)c3ccccc3)CC2)cc1 (stereo not given) | i | i | i | i | i | i | i | i | i | i | i
9 | COc1ccc(-n2cc(C#N)c(=O)[nH]c2=O)cc1 | i | i | i | i | i | i | i | i | i | i | i
10 | CCc1ccc(NS(=O)(=O)c2ccc3[nH]cc(C(=O)NCC4CCCO4)c(=O)c3c2)cc1 (stereo not given) | i | i | i | i | i | i | i | i | i | i | i
11 | COc1ccccc1N1CCN(S(=O)(=O)c2cn(C)cn2)CC1 | i | i | i | i | i | i | i | i | i | i | i
12 | COc1cccc(C(=O)Oc2ccc(/C=N/NC(=O)c3ccncc3)cc2OC)c1 | i | i | i | i | i | i | i | i | i | i | i
13 | C=CCN1C(=O)C(C)NC1=S (stereo not given) | x | x | x | i | i | i | i | i | x | i | i
14 | CNC(=O)CC(C(=O)O)c1ccc(OCC(C)C)cc1 (stereo not given) | i | i | i | i | i | i | i | i | i | i | i
15 | COc1ccc(CNC(=O)c2cc(-c3cc(C)ccc3O)n[nH]2)cc1 | i | i | i | i | i | i | i | i | i | i | i
16 | O=C(C1CCCCC1)N1CCC(n2nnc3ccccc32)CC1 | i | i | i | i | i | i | i | i | i | i | i
17 | COc1ccc(CCNC(=O)c2cc(-c3ccc(Cl)c(Cl)c3)oc2C)cc1 | i | i | i | i | i | i | i | i | i | i | i
18 | CCC(CC)CN1C(Nc2ccccc2)=NC[C@@H]1CC(C)C | i | i | i | i | i | i | i | i | i | i | i
19 | O=C(NCCc1ccccn1)c1ccc(NS(=O)(=O)c2ccc(F)cc2)cc1 | i | i | i | i | i | i | i | i | i | i | i
20 | COc1ccc(C(=O)N2CCn3c(C)ccc3C2C)cc1 (stereo not given) | i | i | i | i | i | i | i | i | i | i | i
21 | CSCC(=O)N1CCC(n2nccc2NC(=O)c2ccc3c(c2)OCO3)CC1 | i | i | i | i | i | i | i | i | i | i | i
22 | O=C(N[C@@H](Cc1ccc(O)cc1)C(=O)O)c1cccnc1 | i | i | i | i | i | i | i | i | i | i | i
23 | O=C(C1CCC(C(=O)N2CCCCC2)CC1)N1CCCCC1 (stereo not given) | i | i | i | i | i | i | i | i | i | i | i
24 | CC(=O)NCCC(=O)N1CCCC(C(=O)c2ccc3c4c(cccc24)CC3)C1 (stereo not given) | i | i | i | i | i | i | i | i | i | i | i
25 | C/C(=N\NC(=O)c1ccc(Br)cc1)c1ccccc1 | i | i | i | i | i | i | i | i | i | i | i
26 | O=S(=O)(Nc1ccc(-c2cn3ccccc3n2)cc1)c1ccccc1 | i | i | i | i | i | i | i | i | i | i | i
27 | O=C1C2C3CCC(CC3)C2C(=O)N1c1ccccc1 (stereo not given) | i | i | i | x | i | i | i | i | i | i | i
28 | O=C(COC(=O)c1cc[n+]([O-])cc1)Nc1ccc(Cl)cc1[N+](=O)[O-] | i | i | i | i | i | i | i | i | i | -6* | i
29 | C/C(CC(=O)Nc1ccc(Cl)cc1C(F)(F)F)=N\NC(N)=S | i | i | i | i | i | i | i | i | i | i | i
30 | CCCCOc1ccc(CNC(=S)N/N=C/c2ccc(OC)c(OC)c2)cc1 | i | i | i | i | i | i | i | i | i | i | i
31 | CCOC(=O)C(CSCC(=O)c1ccc(Br)cc1)NC(=O)OC(C)(C)C (stereo not given) | 100* | i | i | x | i | i | i | i | i | i | i
32 | CCOc1ccccc1-n1nnnc1SCC(=O)NCc1ccco1 | i | i | i | i | i | i | i | i | i | i | i
33 | CCN(CC)CCCOC(=O)C(c1ccccc1)c1ccccc1 | i | i | -6.2* | i | i | i | i | i | i | -7.2* | i
34 | O=C(N/N=C/c1ccc(Br)s1)c1ccco1 | i | i | i | i | i | i | i | i | i | i | i
35 | Cc1cccc(OCC(=O)NCC(=O)N/N=C/c2ccc([N+](=O)[O-])cc2)c1 | i | i | i | i | i | i | i | i | i | i | i
36 | CCCc1nc2oc3c(NCC4CCCO4)ncnc3c2c2c1COC(C)(C)C2 (stereo not given) | i | i | i | i | i | i | i | i | i | i | i
37 | O=C(NNC(=O)c1cccnc1SCc1cccc([N+](=O)[O-])c1)c1cccnc1 | i | i | i | i | i | i | i | i | i | i | i
38 | CCc1sc(N2C(=O)C3C4CCC(C4=C(C)C)C3C2=O)nc1-c1ccccc1 (stereo not given) | i | i | i | i | i | i | i | i | i | i | i
39 | O=C(CCCCn1c(=O)[nH]c2ccccc2c1=O)NCc1ccc2c(c1)OCO2 | i | i | i | i | i | i | i | i | i | i | i
40 | O=C(OCC(=O)N1CCCC1)c1cccs1 | i | i | i | i | i | i | i | i | i | i | i
41 | CCCCOC(=O)Cn1c(=N)n(CCN2CCOCC2)c2ccccc21 | i | i | i | i | i | i | i | i | i | i | i
42 | COC(=O)CSc1[nH]c2cc(C)ccc2c1[N+](=O)[O-] | i | i | i | i | 16* | i | i | i | i | i | i
43 | C=CCNc1nc2c(c(=O)[nH]c(=O)n2C)n1CCCc1ccccc1 | i | i | i | i | i | i | i | i | i | i | i
44 | C/C(=N\Nc1ccc2nncn2n1)c1ccc(Br)s1 | i | i | i | i | i | i | i | i | i | i | i
45 | COC(=O)c1cc(C(=O)OCC(=O)N(C)C2CCS(=O)(=O)C2)cc([N+](=O)[O-])c1 (stereo not given) | i | i | i | i | i | i | i | i | i | i | i
46 | Cc1nn(C)cc1-c1n[nH]c(=S)n1-c1ccc(Cl)cc1 | i | i | i | i | i | i | i | i | i | i | i
47 | Cc1ccccc1CN1CCN(C(C)C(=O)NCc2ccccc2)CC1 (stereo not given) | i | i | i | i | i | i | i | i | i | i | i
48 | CCCCC(=O)NC(NC(=S)N1CCCCCC1)C(Cl)(Cl)Cl (stereo not given) | i | i | i | i | i | i | i | i | i | i | i
49 | CC1CCN(c2ccccc2NC(=S)NC(=O)c2cccs2)CC1 | i | i | i | i | i | i | i | i | i | i | i
50 | CS(=O)(=O)c1[nH]nc(-c2cccc(Cl)c2)c1C#N | i | i | i | i | i | i | i | i | i | i | i
51 | CN(C1CCCCC1)S(=O)(=O)c1ccc(S(=O)(=O)N(CC(=O)Nc2ccccc2)C2CC2)cc1 | i | i | i | i | i | i | i | i | i | i | i
52 | O=C(NCc1ccccn1)C1CC(c2ccccc2O)=NO1 (stereo not given) | i | i | i | i | i | i | i | i | i | -5.4* | i
53 | Cc1ccc(SCCOCCN2CC(C)OC(C)C2)cc1 (stereo not given) | i | i | i | i | i | i | i | i | i | i | i
54 | COc1ccc([N+](=O)[O-])cc1NC(=O)Cc1noc2ccccc12 | i | i | -9.7* | i | i | i | i | i | i | i | i
55 | Cc1onc(-c2ccccc2)c1C(=O)Nc1nc(-c2cc(F)ccc2F)cs1 | i | i | i | i | i | i | i | i | i | i | i
56 | COC(=O)c1ccc2c(c1)nc(C)n2CCO | i | i | i | i | i | i | i | i | i | i | i
57 | COc1cccc(/C=C/C(=O)Nc2ccc(OC)nc2)c1 | i | i | i | i | i | i | i | i | i | i | i
58 | COc1ccc(CN(C)C(=O)CNC(=O)c2ccc3ccccc3c2)c(OC)c1 | i | i | i | i | i | i | i | i | i | i | i
59 | CC(C)c1ccc(/C=N/n2cnnc2)cc1 | i | i | i | i | i | i | i | i | i | i | i
60 | C=C(C)C1CC=C(C)/C(=N\NC(=O)CCc2ccccc2)C1 (stereo not given) | i | i | i | i | i | i | i | i | i | i | i

The list goes on.
entry | SMILES | TMEM16A inh | MrgX1 agonist | MrgX1 antag | ANO1 activ | RGS4 inh | TRPC6 act | TRPC4 agonist | TRPC4 PAM | MrgX1 PAM | TRPC6 inhibitor | TRPC4 block
61 | CC1(/[N+]([O-])=C\c2ccccc2F)CCCCC1=O (stereo not given) | i | i | i | i | i | i | i | i | i | i | i
62 | O=c1nc(SCc2c(F)cccc2Cl)nc(-c2ccc(Cl)cc2)[nH]1 | i | i | i | i | i | i | i | i | i | i | i
63 | O=C(Nc1ccc(Cl)cc1)N[C@@H]1c2c(ccc3ccccc23)OC[C@@H]1CO | i | i | i | i | i | i | i | i | i | i | i
64 | CCOC(=O)C(O)(NC(=O)c1cccnc1)C(F)(F)F (stereo not given) | i | i | i | i | i | i | i | i | i | i | i
65 | CCn1c(COc2ccc(C)cc2)nnc1SCC(=O)NNC(=O)c1ccc(OC)cc1 | i | i | i | i | i | i | i | i | i | i | i
66 | CCCSc1ncnc2c1oc1ccccc12 | i | i | i | i | i | i | i | i | i | i | i
67 | O=[N+]([O-])c1ccc(CS(=O)(=O)c2ncn[nH]2)cc1 | i | i | i | x | i | i | i | i | i | i | i
68 | COc1ccc(NC(=O)NCc2ccccc2F)cc1OC | i | i | i | i | i | i | i | i | i | i | i
69 | O=C(Nc1ccc(Cl)c(Cl)c1)c1cccnc1 | i | i | i | i | i | i | i | i | i | i | i
